# ERK EGF block: qHTS Assay for Inhibitors of the ERK Signaling Pathway using a Homogeneous Screening Assay; Stimulation with EGF. 130,000 tested, 0.41% active. Potency, µM (highest dose often 11.5 µM), without a hit: at the highest dose activity change, negative = inhibition, usual class: inhibitors. AID 1454, 2008. HEK293-V1b, EGF-stimulated phospho-ERK AlphaScreen; active = well fitted inhibition curve with a large enough effect; inconclusive = small, poorly fitted or top-dose-only effect, or effect the other way;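 note: plate controls were stimulated vehicle wells for no effect and unstimulated vehicle basal for full effect; nearly all actives have a fitted effect of over 55% in size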
#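 In this qHTS, HEK293 cells with stable type-1 vasopressin (V1b) receptor were exposed to compound at 37C for 30 min, stimulated 5 min with EGF at 25 nM, lysed, and probed for phospho-ERK by AlphaScreen.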
# The depositor's hits bear a star; ? = inconclusive; [ ] = another dose, or the depositor's remark. Potency is the fitted concentration of half-maximal effect.
# Start of the listing, in advance:
ERK EGF block	mol
-16%[57.5 µM]	CC(/C=C/C1(O)C(C)CC(O)CC1(C)C)OC1OC(CO)C(O)C(O)C1O (stereo not drawn)
4%	CC1CCN(c2ccccc2NC(=S)NC(=O)C(C)(C)C)CC1
-4%	CC1=C(C)CC(C(=O)Nc2cccc([N+](=O)[O-])c2)C(C(=O)O)C1 (stereo not drawn)
1%[57.5 µM]	O=C(O)/C(=C\c1cccs1)c1ccc(F)cc1
0%[57.5 µM]	O=[N+]([O-])c1ccc(C2NS(=O)(=O)N=C3CCCCCN32)cc1 (stereo not drawn)
3%	CC(=O)C1C(c2ccccc2)c2c(n[nH]c2C)CC1(C)O (stereo not drawn)
-2%	COc1cccc(Oc2ccc3nnc(C(F)(F)F)n3n2)c1
3%[57.5 µM]	S=C1NCN(Cc2ccco2)CN1c1ccccc1
4%[57.5 µM]	Cc1ccc(C)c(C(=O)CCC(=O)O)c1
12%[57.5 µM]	Cc1cc(C)n(NC(=S)NC2CCCCC2)c(=O)c1C#N
3%	NNC(=O)c1oc2ccccc2c1-n1cccc1
1%	COc1ccccc1NC(=S)N(c1ccccc1)C(C)C
-5%	COc1ccc([C@@H](C)NC(=O)CCc2nnc(-c3cc(C)on3)o2)cc1
-6%[57.5 µM]	O=C(C1=C[C@@H](c2ccccc2)C[C@@H](OCc2ccc(CO)cc2)O1)N1CCCCCCC1
?	Cc1ccc(-n2cc(CN3CCCN(C=O)CC3)c(-c3ccc(F)cc3)n2)cc1

# The whole of this part, from the first entry:
ERK EGF block	mol
-16%[57.5 µM]	CC(/C=C/C1(O)C(C)CC(O)CC1(C)C)OC1OC(CO)C(O)C(O)C1O (stereo not drawn)
4%	CC1CCN(c2ccccc2NC(=S)NC(=O)C(C)(C)C)CC1
-4%	CC1=C(C)CC(C(=O)Nc2cccc([N+](=O)[O-])c2)C(C(=O)O)C1 (stereo not drawn)
1%[57.5 µM]	O=C(O)/C(=C\c1cccs1)c1ccc(F)cc1
0%[57.5 µM]	O=[N+]([O-])c1ccc(C2NS(=O)(=O)N=C3CCCCCN32)cc1 (stereo not drawn)
3%	CC(=O)C1C(c2ccccc2)c2c(n[nH]c2C)CC1(C)O (stereo not drawn)
-2%	COc1cccc(Oc2ccc3nnc(C(F)(F)F)n3n2)c1
3%[57.5 µM]	S=C1NCN(Cc2ccco2)CN1c1ccccc1
4%[57.5 µM]	Cc1ccc(C)c(C(=O)CCC(=O)O)c1
12%[57.5 µM]	Cc1cc(C)n(NC(=S)NC2CCCCC2)c(=O)c1C#N
3%	NNC(=O)c1oc2ccccc2c1-n1cccc1
1%	COc1ccccc1NC(=S)N(c1ccccc1)C(C)C
-5%	COc1ccc([C@@H](C)NC(=O)CCc2nnc(-c3cc(C)on3)o2)cc1
-6%[57.5 µM]	O=C(C1=C[C@@H](c2ccccc2)C[C@@H](OCc2ccc(CO)cc2)O1)N1CCCCCCC1
?	Cc1ccc(-n2cc(CN3CCCN(C=O)CC3)c(-c3ccc(F)cc3)n2)cc1
17%	NCC1O[C@@H](OC2C(N)CC(N)C(O)C2O[C@@H]2OC(CO)C(O)C2O)C(N)C(O)C1O (stereo partly drawn)
14%	COc1ccccc1N1CCN(C(=O)CN(C2CCCCC2)S(C)(=O)=O)CC1
-15%	CCc1cc(=O)[nH]c(SCCC(F)=C(F)F)n1
0%	CCCC(=O)Nc1nc2ccc(S(N)(=O)=O)cc2s1
-6%[57.5 µM]	COc1ccc(CC(=O)N/N=C/c2c(C)n(C)c3ccccc23)cc1OC
-10%[57.5 µM]	Cc1ccccc1SCC(=O)Nc1cc(S(=O)(=O)N2CCOCC2)ccc1N1CCOCC1
3%[57.5 µM]	COc1cccc(-c2cc(=O)[nH][nH]2)c1
4%	CCC/C(=N\NC(=O)c1ccc(OC)c(OC)c1)c1ccccc1
-4%	CN(CC(=O)Nc1ccc(S(=O)(=O)N2CCCC2)cc1)CC(=O)Nc1cccc(F)c1
2%	O=C(Nc1ccc(Cl)cc1C(=O)NCC1CCCO1)c1ccc(Cl)cc1Cl (stereo not drawn)
4%	CCc1ccc2nc(SCC(=O)NCC3CCCO3)c(C#N)cc2c1 (stereo not drawn)
-2%[57.5 µM]	Cc1occc1C(=O)Nc1cccc([N+](=O)[O-])c1C
?	COc1cccc(NC(=S)NCc2ccc3c(c2)cc(C)n3C)c1
-10%[57.5 µM]	O=C(Nc1ccccc1Cl)Nc1ccccc1Cl
25µM*	Nc1nc(-c2ccccc2)c(-c2ccc([N+](=O)[O-])cc2)s1
4%	O=C(CSc1ncnc2c1nnn2Cc1ccc(F)cc1)NC1CCCC1
10%	CCOc1cc(/C=N\NC(=O)CN2CCOCC2)ccc1OCc1ccc(F)cc1
-22%	N[C@@H](C(=O)O)[C@H](CC(=O)O)c1ccc(Cl)cc1
-10%	CC(C)(C)NC(=O)c1ccccc1NC(=O)C1CCCO1 (stereo not drawn)
-6%	COc1ccc(C(=O)c2coc3ccc(O)cc23)cc1
-1%	CCOC(=O)C1CCCN(C(=O)c2ccc(Cn3c(=S)[nH]c4cc(C(=O)OC)ccc4c3=O)cc2)C1 (stereo not drawn)
-3%	O=C(NC(=S)NCCSc1ccccc1)c1cccnc1
-4%	COc1ccc(NS(=O)(=O)c2cccc(NC(=O)c3ccc(S(=O)(=O)N4CCCCCC4)cc3)c2)cc1
2%	CCOC(=O)c1ccc(NC(=S)N2CCN(CCNC3=CC(=O)CC(C)(C)C3)CC2)cc1
22%	C/C(=N\NC(=S)NC1CCCCC1)c1ccc(OC(F)F)cc1OC(F)F
-8%	CCOc1ccc(-c2ccc(/C=C3/C(=N)N4C=CSC4=NC3=O)o2)c([N+](=O)[O-])c1
6%	COc1cccc(-n2c(SCC(=O)NCc3cccs3)nc3ccccc3c2=O)c1
10%	CC(=O)N1CCC2(CC1)C/C(=N\NC(=S)Nc1ccc(C)cc1)c1cc(O)ccc1O2
-5%[57.5 µM]	CN1C(=O)CC(c2cn(Cc3ccccc3)c3ccccc23)C1=O (stereo not drawn)
1%	COCCn1c(-c2ccc(Cl)cc2)nc2c(c(=O)c3ccccc3n2C)c1=O
?	CC(=O)N1CCN(c2ccc(NC(=O)c3ccc4c(c3)OCCO4)cc2Cl)CC1
6%	O=C(COC(=O)c1c(Cl)cccc1Cl)Nc1cc(Cl)ccc1Oc1ccccc1
-5%	Cc1ccc(CNC(=O)Cc2noc3ccccc23)cc1
-15%[57.5 µM]	NS(=O)(=O)c1ccc(CNC(=O)/C=C/c2ccco2)cc1
-4%	COCCNC(=S)N(Cc1cc2cc(C)ccc2n2nnnc12)C1CCCC1
-5%[57.5 µM]	CCCCN(C)C(=O)Cn1c(=O)oc2cc(S(=O)(=O)N3CC(C)CC(C)C3)ccc21 (stereo not drawn)
-2%	CC(C)Oc1ccc(C(CC(=O)O)n2cnnn2)cc1 (stereo not drawn)
-3%	Cc1cccc(C)c1N(Cc1ccccc1F)S(C)(=O)=O
-10%	COCOc1c2c(c(OCOC)c3c(OCOC)cccc13)/C(=N/NS(C)(=O)=O)C1=C2CCCC1
-8%	O=C1C=C(c2ccccc2)CCC1
0%	Cc1ccccc1NC(=O)N1c2ccccc2CC1C (stereo not drawn)
7%	CC(NC(=O)COC(=O)C1CCN(S(=O)(=O)c2ccccc2C(F)(F)F)CC1)c1ccccc1 (stereo not drawn)
-2%[57.5 µM]	COC(=O)CCC(=O)OC1(C)C(=O)C2=CN(C3CCCC3)C(c3ccc(OC)cc3)=CC2=C(Br)C1=O (stereo not drawn)
7%	COc1ccc(C(=O)Nc2cc([N+](=O)[O-])ccc2N2CCCC2)cc1
4%[57.5 µM]	CCOCCCNC(=O)C(NC(=O)c1ccccc1O)c1ccc(C)cc1 (stereo not drawn)

# Going on with the list:
ERK EGF block	mol
-5%	CC1(C)OCC([C@H](O)C2=CCCCC2=O)CO1
-10%	O=C(N/N=C/c1cc([N+](=O)[O-])ccc1O)C1C2CCCCC21 (stereo not drawn)
7%	CCOc1ccc(/C=N/NC(=O)CN2CCSCC2)cc1
4%[57.5 µM]	O=C(/C=C/Nc1ccc(S(=O)(=O)Nc2ncccn2)cc1)c1cccs1
-1%[57.5 µM]	CCOc1ccc(CCNC(=O)c2cc3c(C)nccc3[nH]c2=O)cc1OCC
-3%	CCCCCCCCCCCCCCCCOC[C@H](COP(=O)([O-])OCC[N+](C)(C)C)OC(=O)NC
-6%	CC(=O)Nc1cccc([N+](=O)[O-])c1
?	Cc1c(NC(=O)c2ccc(C(C)(C)C)cc2)cccc1[N+](=O)[O-]
-1%	Cc1cc(C)cc(NC(=O)C(=O)NCC2CCCO2)c1 (stereo not drawn)
-6%[57.5 µM]	COc1ccc(-c2[nH]ncc2CNC(C)CCn2cccn2)c(F)c1 (stereo not drawn)
-10%	O=C(c1ccc2c(c1)OCO2)C1CCCN(Cc2ccc3nsnc3c2)C1 (stereo not drawn)
3%	O=C(CSCc1ccccc1)Nc1cccc(F)c1
-5%	C=CCOC(=O)COc1ccc2c(C)c(C)c(=O)oc2c1C
-1%	Cc1cc(Nc2ccc3c(c2)OCCO3)c2cc(Cl)ccc2n1
3%	O=C(CSc1ccc(-c2ccco2)nn1)NCc1ccccc1Cl
-7%	CCOCCCNC(=O)CN(c1cc([N+](=O)[O-])ccc1OC)S(C)(=O)=O
5%	CC(=O)Nc1c(Br)cc(N2C(=O)CCC2=O)cc1Br
0%	O=C(CCc1ccccc1)OCC(=O)c1ccc(Br)cc1
12%	Cc1ccccc1OCCn1c(=O)sc2ccccc21
1%[57.5 µM]	Nc1ccc(N2CCCCC2)c(S(=O)(=O)Nc2ccc(Cl)cc2)c1
4%	CCCCCc1ccc(-c2nnc(N)s2)cc1
-1%[57.5 µM]	COc1ccc(C2=NN(C(N)=S)C(c3ccccc3)C2)cc1 (stereo not drawn)
5%	CCc1nn(CC(=O)Nc2ccc(Br)c(C)c2)c(=N)s1
3%[57.5 µM]	COC(=O)c1c(NC(=O)c2ccccc2)sc2c1CC(C)(C)NC2(C)C
5%	Cc1ccc(Cc2nnc3n(-c4ccccc4)nc(C(=O)c4ccccc4)n3c2=O)cc1
-4%	O=C(NCc1ccccc1Cl)c1ccc[nH]1
8%[57.5 µM]	CCn1c(O)c(N=NC(=O)C(O)c2ccccc2)c2ccccc21 (stereo not drawn)
0%	CCOC(=O)c1ccc(NC(=O)C(=O)NCc2ccco2)cc1
-1%	C/C(N)=C(/C#N)C(=O)COC(=O)c1cc(-c2cccc3ccccc23)nc2ccccc12
-1%[57.5 µM]	O=C1NC2(CCN(Cc3ccccc3)CC2)Oc2ccccc21
-15%	CC(C)C(O)(C#CCN1CCCCCC1)c1ccccc1 (stereo not drawn)
-8%	Cc1cc(N/N=C/c2ccc(O)cc2)nc(NS(=O)(=O)c2ccccc2)n1
-1%	Fc1ccccc1N1CCN(Cc2cccnc2)CC1
-13%	O=C(COc1ccccc1/C=C1\SC(=O)NC1=O)Nc1ccc(F)cc1
-6%[57.5 µM]	COc1ccc(CC(=O)N/N=C/c2ccc(-c3cccc(C(=O)O)c3)o2)cc1OC
-11%[57.5 µM]	CC(=O)Nc1ccc(NC(=O)C(=O)N/N=C/c2cccnc2)cc1
-19%	Cc1cc(-c2n[nH]c(=S)n2/N=C/c2ccccc2[N+](=O)[O-])n[nH]1
0%	CCCCNC(=S)N(C)/N=C/c1ccc(OCC(=O)Nc2c(C)cc(C)cc2C)c(OC)c1
-4%	CN(C)c1cc[n+](CCC(=O)Nc2cccc([N+](=O)[O-])c2N)cc1
7%	CCC(=O)N(CCN1CCOCC1)Cc1cc2cc3c(cc2nc1Cl)OCO3
-4%[57.5 µM]	O=C(C1=C[C@H](c2csc3ccccc23)C[C@H](OCCCCO)O1)N1CCOCC1
-3%	O=C(CCCCCNc1nc(=S)[nH]c2ccccc12)NCCC1=CCCCC1
7%[57.5 µM]	CC(C)[N+](C)(CCOC(=O)C1c2ccccc2Oc2ccccc21)C(C)C
6%	COC(=O)[C@@H]1C[C@@]2(O)[C@@H](O)[C@@H](O)[C@@H](O)C[C@H]2N1Cc1ccc(C(F)(F)F)cc1
-6%	O=C1Nc2ccc(Br)cc2C12NNc1ccccc1O2 (stereo not drawn)
-6%	Cc1ccc(C)c(C2C(C#N)=C(N)Oc3cc(C)oc(=O)c32)c1 (stereo not drawn)
3%	CCC(=O)NC(NC(=S)Nc1cccc2cccnc12)C(Cl)(Cl)Cl (stereo not drawn)
3%	OCC1(Cc2ccccc2)CCN(Cc2cc3ccccc3o2)CC1
-10%	Cc1ccc(C(=O)NC(=S)Nc2ccc3[nH]c(=O)[nH]c3c2)c(C)c1
-2%	NS(=O)(=O)c1cccc(NC(=O)COC(=O)C2CCCCC2)c1
-3%	Cc1ccc(NC2=C(Cl)C(=O)OC2OC(C)C)c(C)c1 (stereo not drawn)
-11%	Cc1ccsc1C1C(C#N)=C(N)OC2=C1C(=O)CC(C)(C)C2 (stereo not drawn)
1%[57.5 µM]	O=C1NC(SCCCF)=N/C1=C/c1ccc(-n2cncn2)cc1
1%	O=C(CCc1nnc(Cc2ccc(-c3ccccc3)cc2)o1)NCCc1ccccn1
-3%	O=C(c1cc(C(F)(F)F)cc(C(F)(F)F)c1)N1CCC2(CCCN(Cc3nccs3)C2)CC1
-3%	COc1ccc(OCCNc2c([N+](=O)[O-])c(=O)oc3ccccc23)cc1
8%	CCCCC[C@H](O)/C=C/[C@@H]1[C@@H](C/C=C\CCCC(=O)O)[C@@H](O)C[C@@H]1O
6%	CCN(CC)c1nc(C)nc2c1sc(=S)n2C
-8%	Cc1ccc(NC(=O)c2ccc(NCCCN3CCC(C)CC3)c([N+](=O)[O-])c2)cc1F
0%[57.5 µM]	NC(=O)c1ccc(NC(=O)CSc2nnc(-c3ccncc3)n2Cc2ccco2)cc1
8%	CC(C)c1ccc(CNC(=O)C(=O)NCC2CCCO2)cc1 (stereo not drawn)
0%	COc1ccccc1-n1c(=S)[nH]c2c(sc(=S)n2-c2ccc(C)cc2C)c1=O

# A portion of the library, so the mix of outcomes need not match the whole.
